VIM-2 inhibitor = blocks Pseudomonas aeruginosa VIM-2 metallo-beta-lactamase; AID 1527; purified VIM-2, nitrocefin hydrolysis, epi-absorbance fluorescence; 290,000 tested, 0.89% active; inhibition, % at 5.6 µM;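 active = inhibition above the mean of all tested compounds plus 3 SD, cutoff set per screening run, cut at about 7.5% in these data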;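 also: red hydrolysis product quenches plate fluorescence so inhibitors raise well fluorescence; 0% = enzyme with DMSO and 100% = DMSO without enzyme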
IDE act = boosts human insulin-degrading enzyme activity in HEK cells; P14735; FAbeta-B cleavage, fluorescence polarization; 0% vehicle, 100% cell-free pure enzyme wells; activation, % at 5.96 µM; 340,000 tested, 0.073% active; AID 493087;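 active = activation above the mean of all tested compounds plus 3 SD, set per screening campaign, cut at about 17% in these data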
HCV NS3 hel inh = blocks Hepatitis C virus NS3 helicase unwinding; NS3 helicase DNA unwinding, Cy5 molecular beacon fluorescence; inhibition, % at 10.9 µM; 290,000 tested, 0.56% active; AID 1800;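 active = inhibition above the mean of all tested compounds plus 3 SD, set per campaign, cut at about 35% in these data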;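 also: 0% = DMSO wells and 100% = thioflavine S control wells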
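test system = hepatitis C virus NS3 helicase domain fragment enzyme | reagent = annealed dual-labelled DNA beacon duplex, ATP-started | times = 1 h at 25 °C | detection = Cy5 fluorescence, 0 and 60 min reads | read-out basis = percent inhibition from t60/t0 fluorescence ratio | control set = DMSO and thioflavine S | replication = one well per compound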
FID counter = displaces DNA intercalator in HCV helicase counter-screen | 290,000 tested, 0.17% active | inhibition, % at 7.9 µM | AID 1845 | DNA fluorescent intercalator displacement, fluorescence; in the data active = inhibition above about 37%;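 also: 0% = vehicle and 100% = reference compound; higher means more ethidium bromide displaced from hairpin DNA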
IMP-1 inh = inhibitors of Pseudomonas aeruginosa IMP-1 metallo-beta-lactamase; purified IMP-1, nitrocefin hydrolysis, epi-absorbance fluorescence; inhibition, % at 5.6 µM; 290,000 tested, 0.45% active; AID 1556;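 active = inhibition above the mean plus 3 SD of all compounds in the same screening run, cut at about 4.5% in these data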;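 also: 0% = IMP-1 with DMSO and 100% = DMSO wells lacking enzyme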
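System: purified IMP-1 / Input: IMP-1 dispensed at 0.2 nM / Medium: 50 mM HEPES pH 7.1, 50 µM ZnSO4, 0.05% Brij 35 / Timing: 15 min enzyme–compound preincubation, then 25 min nitrocefin reaction, 25 °C / Technique: plate fluorescence quenching by hydrolysis product, ex 480/em 530 nm / Repeats: singlicate testing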
p-CIP stab down = compounds decreasing mouse p/CIP protein stability; 290,000 tested, 0.01% active; Q05BA5; decrease of EGFP signal, % at 10 µM; F442A p/CIP-EGFP cells, EGFP fluorescence, 16 h;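 active = EGFP signal decrease of at least 30% at 10 µM or well 3 SD below plate mean, unless failing retest; inactive = the rest, including hits failing retest or dose response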; also: some compounds called inactive have numbers as strong as hits; many of its hits are not listed in these tables
SUMO HTRF inh = blocks human SUMOylation mediated by UBC9. P63279. inhibition, % at 35 µM. 290,000 tested, 0.36% active. HTRF SUMOylation assay, SAE1/SAE2 + UBC9, in vitro; in the data active = inhibition above about 50%, passing the limit was not always enough; also: strong numbers were not always called active
Target sequence (P63279 whole entry, looked up): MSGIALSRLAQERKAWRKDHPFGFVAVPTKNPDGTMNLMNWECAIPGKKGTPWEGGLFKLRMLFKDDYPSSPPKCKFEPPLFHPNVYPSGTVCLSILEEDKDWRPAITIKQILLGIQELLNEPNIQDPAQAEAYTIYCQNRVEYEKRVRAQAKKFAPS
IDE inh = cellular human IDE inhibition. 320,000 tested, 0.41% active. P14735. HEK cells, FAbetaB cleavage, fluorescence polarization. AID 434962. inhibition, % at 5.59 µM;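 active = percent inhibition above the average of all tested compounds plus 3 SD, set per screening campaign, cut at about 16% in these data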;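 also: IDE supplied by intact live HEK cells; FP after avidin binding of uncleaved biotin substrate so inhibition keeps polarization high; 0% = DMSO wells and 100% = 60 µM reference IDE inhibitor Ii1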
PfM18AAP inh = PfM18AAP enzyme inhibition; recombinant PfM18AAP, H-Glu-NHMec fluorogenic cleavage; inhibition, % at 7.35 µM; 290,000 tested, 1.2% active; AID 1822;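 active = inhibition above the campaign mean inhibition over all tested compounds plus 3 SD, cut at about 28% in these data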;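 also: 0% = plate median of test compound wells and 100% = 2 mM ZnCl2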
Active calls of the source: *; . = no result given.

compound | PfM18AAP inh | FID counter | IDE act | p-CIP stab down | IDE inh | SUMO HTRF inh | VIM-2 inhibitor | IMP-1 inh | HCV NS3 hel inh
Cc1cc(-c2nnc(CCC(=O)NC(C)c3cccc4ccccc34)o2)no1 (configuration not stated) | -11.6 | -6.7 | 9.2 | -10.5 | -2.2 | 16.8 | -0.9 | -1.5 | 3.7
COC1CCCN(C(=O)c2ccc3oc(Cc4ccc(Cl)cc4)nc3c2)C1 (configuration not stated) | -10.1 | -60.0 | 3.0 | -6.6 | -1.4 | 7.0 | -1.6 | -2.4 | -0.7
COc1ccc(CCNC(=O)c2ccc(Cl)cc2)cc1 | -8.9 | -4.8 | -1.7 | -2.2 | -1.4 | 18.9 | -2.7 | -0.5 | -3.1
Cc1cc(C(C)(C)C)nc2[nH]n(-c3ccccc3)c(=O)c12 | 6.3 | -6.0 | 0.6 | -9.0 | -1.2 | 17.5 | -4.9 | -0.1 | 0.0
Cc1ccc(CNC(=O)CSc2nnc(CNC(=O)c3ccccc3)o2)cc1 | 7.6 | -17.0 | -1.8 | -10.8 | 10.5 | 12.0 | -2.5 | -0.4 | 7.2
Cc1cccc(C(C(=O)NC2CCCC2)N(Cc2cccnc2)C(=O)c2csnn2)c1 (configuration not stated) | -2.5 | -26.7 | 3.5 | 5.7 | 1.0 | -10.4 | -1.1 | -3.2 | 2.5
COc1ccc(S(=O)(=O)Cc2ccc(C(=O)N3CCN(c4ncccn4)CC3)o2)cc1 | 1.5 | -21.0 | -1.5 | . | 7.2 | . | -3.5 | -3.5 | -5.6
CC(C)(C)c1ccccc1N=Cc1ccc2ccccc2n1 | 6.5 | 3.9 | 3.0 | -3.7 | 6.8 | 0.8 | -4.7 | -1.0 | 10.0
O=C(CCCCn1c(=O)[nH]c2ccccc2c1=O)NCCC1=CCCCC1 | 3.1 | -16.9 | 3.5 | -5.2 | -2.0 | 30.4 | 1.9 | 0.2 | 5.6
COc1c(S(=O)(=O)N2CCCC2)ccc(Cl)c1Cl | -2.2 | -2.9 | -1.5 | -6.3 | -0.9 | 12.2 | -2.7 | 1.8 | 5.8
Cc1cccc(OCc2nnc(SCC(=O)N3CCN(c4ccccc4)CC3)o2)c1C | -16.2 | -7.9 | 1.9 | -14.4 | 6.4 | -1.6 | -3.5 | -0.6 | -4.1
Cc1ccc(C)c(N2CCN(c3ncccc3[N+](=O)[O-])CC2)c1 | 20.5 | -4.1 | 3.6 | -1.4 | 3.4 | -20.8 | -1.4 | -3.0 | -8.6
CCOC(=O)C1CCN(C(=O)c2ccccc2NC(=O)C2=C(C)OCCS2)CC1 | -0.1 | -18.7 | 3.9 | -0.4 | 4.7 | 11.4 | -0.2 | -1.9 | -0.4
Cc1ccc(-c2nc3c(c(SCC(=O)N4CCOCC4)n2)Cc2c(CO)cnc(C)c2O3)cc1 | 7.8 | -43.2 | -3.6 | 3.6 | 0.3 | 18.4 | 3.0 | 8.9* | 11.3
COc1ccc(OCC(=O)Nc2ccc3c(c2)nc(CN2CCN(C(C)=O)CC2)n3C)cc1 | 1.0 | -34.4 | 3.7 | 1.5 | 6.8 | 9.9 | -4.3 | -4.3 | -2.5
COc1ccc(C2OC(=O)CC2C(=O)NCc2ccc(C)cc2)cc1OC (configuration not stated) | -6.4 | -14.4 | 7.4 | -3.5 | -0.8 | 20.3 | -2.4 | -0.3 | -4.0
CCOc1ccc(C(=O)OCC(=O)Nc2ccc(SC(F)F)cc2)cc1OCC | 0.2 | -4.4 | 0.7 | -7.5 | 8.9 | -9.1 | -4.6 | -0.9 | -3.4
CC1(C)C(=S)N(Cc2ccccc2)c2ccccc21 | 3.0 | -9.4 | 1.5 | 0.7 | -0.7 | -27.7 | -1.3 | -2.5 | -0.7
CCOC(=O)CNC(=O)C1CCCc2c1[nH]c1ccc(Cl)cc21 (configuration not stated) | 8.6 | -0.3 | 5.2 | -5.6 | -0.6 | 4.8 | -0.7 | -2.8 | 1.1
CCc1nc(N)c(C#N)c(-c2cccn2C)c1C | -5.3 | -3.0 | -0.9 | . | 0.4 | . | -3.1 | -3.0 | 3.2
Cc1noc(C)c1C(=O)Nc1nc(-c2ccccc2Cl)cs1 | -4.0 | -21.4 | -0.9 | -7.7 | 10.0 | -8.0 | -0.9 | -2.7 | -8.3
Cc1c(C(=O)NCCCN2CCCC2=O)oc2ccc(S(=O)(=O)N3CCOCC3)cc12 | 2.0 | -11.2 | 0.4 | 3.2 | -0.8 | -5.8 | -3.0 | -5.1 | 4.2
CCCC[C@@H]1C[C@H]1[C@@H](NC(=O)c1ccccc1)c1ccccc1C(F)(F)F | -1.5 | -9.6 | -0.4 | -4.5 | 1.8 | -5.4 | -3.8 | -3.7 | 8.1
CCOC(=O)C1(CC2CCCCO2)CCN(S(=O)(=O)c2ccc(OC)cc2)CC1 (configuration not stated) | -8.8 | -31.8 | -1.2 | -0.6 | 5.1 | -19.2 | -0.3 | -1.5 | -7.7

Single records (already shown). Order of screens: PfM18AAP inh, FID counter, IDE act, p-CIP stab down, IDE inh, SUMO HTRF inh, VIM-2 inhibitor, IMP-1 inh, HCV NS3 hel inh
CCOc1ccc(C(=O)OCC(=O)Nc2ccc(SC(F)F)cc2)cc1OCC as listed: 0.2, -4.4, 0.7, -7.5, 8.9, -9.1, -4.6, -0.9, -3.4
Cc1c(C(=O)NCCCN2CCCC2=O)oc2ccc(S(=O)(=O)N3CCOCC3)cc12 as listed: 2.0, -11.2, 0.4, 3.2, -0.8, -5.8, -3.0, -5.1, 4.2

(listing goes on)
compound | PfM18AAP inh | FID counter | IDE act | p-CIP stab down | IDE inh | SUMO HTRF inh | VIM-2 inhibitor | IMP-1 inh | HCV NS3 hel inh
Cc1ccc2nsnc2c1S(=O)(=O)N1CCCC1 | -6.3 | 11.9 | 4.8 | -15.2 | -0.1 | 13.3 | 3.5 | -1.9 | 7.5
CCOc1ccc(NC(=S)NN(C)C(=S)Nc2ccc(OCC)cc2)cc1 | 3.0 | -12.8 | -13.2 | -0.8 | 5.2 | -7.3 | -2.5 | -2.2 | 5.4
Cc1ccc(SCc2nc(-c3ccncc3)no2)cc1 | -11.2 | -15.0 | -3.9 | 0.4 | 3.3 | -0.9 | -2.7 | -4.9 | -8.8
COc1ccc(OC)c(CCNC(=O)c2cccc(NC3=NC4CS(=O)(=O)CC4S3)c2)c1 (configuration not stated) | 3.1 | -5.1 | 5.2 | -2.9 | -0.9 | 15.3 | -1.2 | -1.2 | -11.6
COc1ccc(-c2ccc(=O)n(CC(=O)N3CCN(c4ccccc4OC)CC3)n2)cc1 | -0.1 | -47.3 | . | . | . | . | 2.9 | -1.6 | -6.3
Cc1nc(C)n(CCNC(=O)c2ccco2)n1 | -0.4 | -1.9 | -2.8 | 6.2 | . | -1.9 | -0.8 | 1.2 | 0.9
Cc1ccc(S(=O)(=O)N2c3ccc(S(N)(=O)=O)cc3CC2C)cc1 (configuration not stated) | -2.2 | -0.9 | -0.7 | 0.7 | 2.3 | -14.5 | -1.5 | -3.9 | -3.8
CC(=O)N1CCN(C(=O)CCc2nc3ccccc3c(=O)[nH]2)CC1 | 6.0 | 0.7 | -7.5 | 5.0 | 0.2 | 3.5 | -0.3 | 2.5 | 4.0
CC1CN(C(=O)CCC(=O)NCc2ccc(Cl)cc2)c2ccccc2O1 (configuration not stated) | 5.1 | -32.6 | 5.2 | 2.0 | 2.4 | -0.1 | -4.2 | -2.9 | 15.6
Cc1cc(C)c(NC(=S)N(C)C)c(C)c1 | -6.9 | -1.8 | -1.1 | 4.4 | 0.5 | 24.9 | 0.5 | -0.1 | 4.5
COc1ccccc1N(CC(=O)NCCSCc1ccccc1Cl)S(C)(=O)=O | -6.6 | -45.3 | -0.3 | 0.1 | -1.3 | 13.8 | -1.9 | -3.7 | -14.0
CCNc1ccc(P(=O)(c2ccccc2)c2ccccc2)cc1 | -16.8 | -29.6 | 8.2 | 14.0 | 2.1 | 7.2 | -1.1 | -2.0 | -8.9
COc1ccccc1CN1C(=NC(=O)C2CCCCC2)SC2CS(=O)(=O)CC21 (configuration not stated) | -7.2 | -8.8 | 2.5 | -18.2 | -2.0 | 29.1 | 0.3 | -1.9 | 3.2
COc1cccc(C(=O)N2CCOCC2)c1OC | -10.2 | 2.3 | 7.7 | -8.8 | -0.4 | 8.6 | 0.9 | 0.8 | -8.4
C=CCN1CC(O)=C(c2nc3ccccc3[nH]2)C1=N | 4.9 | 0.8 | -3.1 | 1.5 | -2.7 | 4.3 | -3.2 | -1.4 | 0.0
COc1ccc(-n2c(CN3CCN(c4ccccc4)CC3)nc3ccc([N+](=O)[O-])cc3c2=O)c(OC)c1 | 0.8 | -17.2 | 0.2 | -1.0 | -9.0 | 17.9 | -1.9 | -0.1 | -0.2
CC(NC(=O)c1ccc(Cl)cc1)C1CC2CCC1C2 (configuration not stated) | -5.1 | -15.5 | 1.6 | -7.2 | 8.3 | 7.7 | -3.1 | -3.4 | 2.1
Cc1c(N(C(=O)CNC(=O)c2ccccc2)C2(C(=O)NC3CCCC3)CCCCC2)c(=O)n(-c2ccccc2)n1C | -2.4 | -31.4 | 1.9 | -13.4 | 2.5 | -6.9 | 1.1 | -0.7 | -9.7
Cc1occc1C(=O)Nc1ccc2c(c1)CCC2 | 3.1 | -1.8 | -9.6 | -6.2 | 9.0 | 5.7 | 0.0 | -0.2 | 0.6
Clc1ccc(OCCCN2CCCC2)cc1Cl | -12.3 | 8.2 | -1.8 | -7.2 | 1.4 | -1.1 | -0.6 | -2.5 | -4.5
C/C(=N\Nc1cc(N2CCOCC2)ncn1)c1ccc(O)cc1 | 3.3 | -14.7 | 6.3 | -11.4 | -8.0 | 9.2 | 0.4 | -17.7 | -1.1
O=C(CCCN1C(=O)/C(=C/c2ccccc2Cl)SC1=S)NNC(=O)c1ccc(Cl)cc1 | -6.9 | -11.1 | 1.8 | -0.7 | -2.2 | 26.8 | -2.5 | -2.1 | 15.6
Cc1cc(C)n2nc(Cc3ccccc3)nc2n1 | -0.7 | -1.9 | 1.6 | -8.9 | 0.2 | 15.2 | -2.0 | 2.0 | -5.6
C=CCn1c(C)nc2c(sc3nc4c(cc32)COC(C)(C)C4)c1=O | -11.8 | -21.4 | -0.8 | 1.9 | 4.7 | 15.0 | 2.3 | 1.2 | 8.5
Cc1ccc(OCc2n[nH]c(=S)n2-c2ccccc2)cc1C | 8.9 | -24.6 | -8.0 | -9.2 | 3.3 | 8.4 | 0.3 | -3.2 | 12.7
CCOc1cccc(Oc2ncccc2C(=O)/C(C#N)=C/N(C)C)c1 | 8.2 | -5.8 | 7.3 | -16.0 | -0.8 | 10.3 | 2.3 | 0.2 | 13.6
Cc1ccc(NC(=O)C2CCN(S(=O)(=O)c3ccc4c(c3)NC(=O)C(C)S4)CC2)cc1C (configuration not stated) | 1.1 | -43.0 | -5.2 | -5.8 | 6.5 | -5.4 | 0.4 | -3.0 | -15.9

Bioassay records (PubChem BioAssay)
